# LYP phosphatase: PTPN22 lymphoid phosphatase activity blockers – biochemical, fluorescence intensity, uHTS (AID 1779); recombinant LYP phosphatase, fluorescence intensity; higher % means a stronger effect; inhibition, % at 11.5 µM; hits with a dose series show IC50 in µM; 290,000 tested, 0.054% active;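 further: plate controls were vehicle with enzyme for no effect and no enzyme for full effect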
# XIAP antagonists: XIAP antagonists, biochemical, IAP family, fluorescence polarization (AID 1018); XIAP BIR domain, fluorescence polarization peptide displacement; higher % means a stronger effect; displacement, % at 20 µM, or IC50 in µM where a hit was titrated; 200,000 tested, 0.007% active; in the data active means displacement above about 50%; further: a part of the inactive calls stands beside numbers as strong as those of hits
# M17LAP inhibition: P. falciparum M17LAP inhibitors, primary screen, biochemical, fluorogenic H-Leu-NHMec substrate, 1536-well (AID 1619). 220,000 tested, 0.38% active. inhibition, % at 30 µM, or IC50 in µM where a hit was titrated. recombinant M17LAP, H-Leu-NHMec fluorogenic kinetic assay; higher % means a stronger effect;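 active means compound inhibiting the enzyme by more than half at any dose during confirmatory dose-response retesting; inconclusive means strong single-dose inhibitors picked by rank but not retested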;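 further: plate controls were full reaction with DMSO carrier for no effect and no enzyme background for full effect; strong numbers were not always called active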
# human PMI inhibition: MPI enzyme activity inhibition – biochemical, fluorescence intensity, coupled assay, primary screen (AID 1209); 190,000 tested, 0.42% active; purified PMI enzyme, coupled fluorescence intensity; higher % means a stronger effect; one-dose inhibition, % at 20 µM; IC50 in µM for titrated hits;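 further: plate controls were DMSO vehicle for no effect and wells lacking substrate for full effect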
# Myeloid diff MLP: myeloid differentiation induction. calls only at 10 µM. 360,000 tested, 1% active. ER-HoxA9 myeloid progenitors, lysozyme-GFP differentiation, flow cytometry;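 active means normalized GFP-positive differentiation at or above the plate's own cutoff, the solvent-only control mean plus 3 SD; inconclusive means no clear call, values can overlap the other calls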;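 further: cells exposed to compound for four days before flow analysis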
# human PMI inhibitors: human PMI inhibitors, high substrate, primary screen, biochemical, fluorescence intensity, high mannose 6-phosphate (AID 1220). recombinant PMI enzyme, coupled fluorescence intensity; higher % means a stronger effect. 190,000 tested, 0.66% active. one-dose inhibition, % at 20 µM; IC50 in µM for titrated hits
# TNAP activation fold: stimulation of alkaline phosphatase TNAP activity – biochemical, luminescent, no phosphate acceptor, uHTS, primary screen (AID 1001). purified TNAP, luminescent activation assay, no phosphate acceptor; higher activation fold means a stronger effect. 200,000 tested, 0.03% active. activation fold at 20 µM; hits with a dose series show EC50 in µM; in the data active means activation fold from about 3, or a potency from the dose series; inactive means the rest, 99 in 100 with activation fold below about 1.6; further: many of its hits are not listed in these tables
# CSM14.1 death rescue: protection against thapsigargin-triggered cell killing – 384-well, CSM14.1, ATP luminescence, primary screen (AID 1222). CSM14.1 thapsigargin-induced death rescue, ATP luminescence; higher % means a stronger effect. one-dose cellular ATP content (survival), % at 20 µM; EC50 in µM for titrated hits. 190,000 tested, under 10 active;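 active means EC50 below 50 µM in the dose-response confirmation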;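 further: death triggered by thapsigargin at about 15 µM added after 2 h compound pretreatment; cell ATP read after overnight thapsigargin exposure of roughly 18 to 22 hours; normalized against plate controls of thapsigargin alone and 5% DMSO vehicle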
# P. falciparum M1AAP: P. falciparum M1AAP inhibitors, biochemical, fluorogenic H-Leu-NHMec substrate, 1536-well (AID 1445); one-dose inhibition, % at 30 µM; IC50 in µM for titrated hits; recombinant M1AAP, H-Leu-NHMec fluorogenic kinetic assay; higher % means a stronger effect; 220,000 tested, 0.42% active;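 active means primary inhibition above the hit cutoff, then over 50% inhibition at one or more dose response concentrations, cut at about 23% in these data, passing the limit was not always enough; inconclusive means conflicting primary data, or primary hits not chosen for dose response; inactive means low primary inhibition, or under 50% at every dose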;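 further: plate controls were DMSO full reaction for no effect and no enzyme background for full effect; strong numbers were not always called active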
# Myeloid diff MLP GFP+ MAC1+ %: second read-out of Myeloid diff MLP, no call of its own (marks repeat the call); GFP+ MAC1+ double positive, %; measured here: differentiation confirmed by MAC1 staining
# An asterisk follows results filed as active; i = inactive; u = inconclusive; x = no result given; + = active, no number. Unless noted, no stated cut-off is given here; in the data, active means inhibition above about 50%; inactive means the rest.
# Values run as follows: P. falciparum M1AAP	XIAP antagonists	LYP phosphatase	human PMI inhibition	CSM14.1 death rescue	M17LAP inhibition	human PMI inhibitors	Myeloid diff MLP	Myeloid diff MLP GFP+ MAC1+ %	TNAP activation fold
- S=c1[nH]nc(CCc2ccccc2)n1-c1ccc(Cl)cc1
  -3%	-1.0%	-6%	13%	-0.3%	-1%	10%	i	0.1	1.7
- CCC(=O)N1CCN(c2cc(N3CCN(C)CC3)c(F)cc2[N+](=O)[O-])CC1
  11%	1.8%	2%	-4%	8.3%	9%	-3%	i	0.0	1
- O=C1CC(SCCc2nc3ccccc3[nH]2)C(=O)N1c1ccc(Cl)cc1 (stereo not drawn)
  8%	-7.3%	-6%	2%	0.2%	0%	-3%	i	0.9	1
- CN=C1SC(CC(=O)Nc2ccccc2F)C(=O)N1/N=C/c1ccc(O)c(OC)c1 (stereo not drawn)
  5%	-14%	-5%	15%	-2.4%	-2%	15%	i	0.5	1
- CCOC(=O)N1CCN(Cc2nc(-c3ccccc3)no2)CC1
  7%	4.0%	4%	3%	-3.9%	-2%	-2%	i	1.2	1.1
- O=C1/C(=C\c2cccs2)Sc2ccc3ccccc3c21
  -2%	-5.4%	-4%	7%	-0.7%	-15%	3%	i	0.2	0.8
- COCCSc1ccccc1C(=O)NCc1ccco1
  13%	-6.8%	-2%	8%	0.7%	-1%	8%	i	3.0	1.1
- COc1ccc(N(CC(=O)NC(C)C)S(=O)(=O)c2ccc(NC(C)=O)cc2)cc1
  -4%	-5.0%	7%	0%	-1.1%	-11%	-4%	i	1.6	1
- CCN(CC)S(=O)(=O)c1ccc(C(=O)OCC(=O)Nc2ccc(-c3nc4ccc(C)cc4s3)cc2)cc1
  17%	-10%	-13%	10%	-2.5%	-12%	6%	i	0.8	1.1
- O=[N+]([O-])c1ccc(O)c(/C=N/Nc2ccc(Cl)nn2)c1
  -1%	-5.6%	-7%	24%	-0.5%	-8%	-12%	x	x	2.4
- CN1/C(=C/C2CC(=O)N(c3ccc([N+](=O)[O-])cc3)C2=O)C(C)(C)c2ccccc21 (stereo not drawn)
  14%	-3.2%	3%	-63%	-1.3%	16%	-93%	i	6.6	1.1
- Cc1ccc(-c2cc(C(=O)Nc3c(C)n(C)n(-c4ccccc4)c3=O)no2)cc1
  10%	-12%	4%	-3%	-0.9%	18%	0%	i	0.5	1
- COc1ccc(OCCn2cc(/C=C(\C#N)C(=O)NCc3ccco3)c3ccccc32)cc1
  0%	-7.8%	-6%	10%	-1.7%	-2%	-4%	i	1.1	1.2
- O=C(COC(=O)CSCc1ccccc1)NCc1ccccc1
  1%	-12%	-2%	3%	-0.6%	15%	-4%	i	0.1	1.1
- Cc1ccc(C(=O)Nc2ccc(C(=O)N3CCCCC3C)cc2)cc1 (stereo not drawn)
  5%	0.5%	-7%	4%	0.4%	1%	1%	i	0.4	1.1
- Cc1cc(NS(=O)(=O)c2ccc(Nc3nc(-c4ccc(C)c(C)c4)cs3)cc2)no1
  10%	0.9%	1%	2%	-3.1%	27%	-2%	i	1.3	1.1
- CC1CC(C)CN(C(=O)Cn2c(-c3nonc3N)nc3ccccc32)C1 (stereo not drawn)
  0%	-0.9%	0%	-3%	-1.0%	18%	2%	u	x	1
- CCCN1CCC(NC(=O)Nc2ccc(OC)c(OC)c2)CC1
  3%	0.2%	-5%	6%	-2.1%	1%	1%	i	2.0	1.1
- O=C(C1CCCO1)N1CCN(C(=S)Nc2ccc(Cl)cc2Cl)CC1 (stereo not drawn)
  3%	-2.1%	-2%	-1%	-1.6%	2%	-15%	i	1.1	1.1
- COc1cc(CNCCSc2nnnn2C)cc(OC)c1OC
  9%	-7.6%	-6%	-16%	-1.7%	0%	-19%	i	3.0	1
- COc1ccc2cc3cc(C(=O)N4CCN(Cc5ccc6c(c5)OCO6)CC4)oc3nc2c1
  7%	0.9%	-17%	6%	0.6%	-9%	-2%	i	0.8	1
- OCCNc1nc(N2CCN(Cc3ccccc3)CC2)nc2ccccc12
  3%	0.8%	-8%	-2%	3.6%	4%	-13%	i	0.7	1
- Cc1occc1-c1nnc(SCC(=O)Nc2ccccc2-c2ccccc2)n1C
  8%	-2.3%	-9%	-3%	1.8%	-6%	2%	i	0.7	1.1
- CCOc1ccc2nc(SCC(=O)Nc3cc4c(cc3C(C)=O)OCO4)[nH]c2c1
  7%	-3.8%	-5%	5%	-0.9%	-6%	-2%	i	0.6	1.1
- O=C(Nc1ccc(N=Nc2ccccc2)cc1)c1ccccc1Cl
  6%	-0.5%	-4%	3%	1.2%	5%	5%	i	0.7	1
- NC1=NC2(CCCCC2)N(c2ccc(F)cc2)C(N)=N1
  8%	-0.4%	-7%	-8%	-2.7%	2%	-13%	i	0.0	1.1
- Cc1ccc(N2CC(C(=O)Nc3nnc(SCC(=O)Nc4cc(C)on4)s3)CC2=O)cc1 (stereo not drawn)
  2%	-4.6%	-14%	-14%	3.6%	25%	-5%	i	1.4	1
- COc1ccc(CNC(=O)CN(C)S(=O)(=O)c2ccc(Cl)cc2)cc1
  -5%	-3.0%	-5%	6%	-1.8%	3%	3%	i	0.6	1
- O=[N+]([O-])c1ccccc1C1Nc2cccc3cccc(c23)N1
  4%	-8.1%	10%	13%	-1.1%	-6%	-3%	i	0.2	1
- CC1CCN(c2nnc(N3CCC(C)CC3)c3ccccc23)CC1
  5%	-5.1%	-3%	-1%	-0.8%	3%	-1%	i	2.0	1.1
- Cc1ccc2[nH]c3c(c2c1)CN(C(=O)CN1CCN(c2ccccc2)CC1)CC3
  2%	-1.6%	-9%	0%	2.9%	13%	19%	x	x	1
- Nc1ccc(S(=O)(=O)NC(=O)c2ccccc2)cc1
  5%	-7.3%	-5%	-8%	-2.0%	8%	-10%	i	0.9	1.1
- COc1ccc(Cn2nnnc2C(c2cccs2)N2CCOCC2)cc1 (stereo not drawn)
  -3%	-5.8%	-10%	1%	-1.3%	2%	-3%	i	0.7	1
- O=C(Cc1cccs1)NCc1ccco1
  10%	2.6%	-6%	5%	-2.3%	11%	1%	i	0.0	1.1
- Cc1nc(C)c(C(=O)Nc2ccccc2)s1
  5%	-2.5%	-8%	-3%	1.2%	4%	-3%	i	1.2	1.1
- O=C(CN1CCC(O)(c2cccc(F)c2)CC1)NCCc1c[nH]c2ccccc12
  -1%	x	-6%	x	x	-9%	x	i	0.7	x
- COc1cccc(CN2CCCCC2C(=O)O)c1 (stereo not drawn)
  7%	-3.7%	-7%	-7%	-0.5%	4%	-5%	i	0.3	1.1
- CC(C)N(Cc1nc(-c2ccc(Cl)cc2)no1)C(=O)C12CC3CC(CC(C3)C1)C2
  11%	-0.1%	4%	8%	-3.9%	5%	12%	i	0.9	1.1
- CCN(CC)CCN(CC(=O)N(C1CCCCC1)C1CCCCC1)C(=O)c1cccnc1
  1%	-8.8%	-9%	0%	-0.6%	5%	0%	i	0.7	1.1
- N#CC1(c2ccc(NC(=O)c3ccccc3F)cc2)CCCC1
  1%	-1.4%	1%	9%	-3.7%	-2%	2%	i	0.7	1
- Cc1ccc(NC(=O)CCC(=O)NNC(=O)c2cccs2)c(C)c1
  2%	-2.8%	-3%	-4%	0.7%	-3%	0%	i	5.3	1
- Cn1c(N2CCOCC2)c(/C=N/OC(=O)c2cccnc2Cl)c2ccccc21
  2%	-6.8%	-1%	7%	-0.6%	1%	13%	i	1.1	1
- Cc1c(C)n(C(=O)CN2CCC(C)CC2)c2ccccc12
  1%	-1.6%	0%	4%	-0.1%	-7%	2%	i	1.7	1.1
- CC(C)(C)c1ccc(S(=O)(=O)N2CCC(CO)(CC3CCCCO3)CC2)cc1 (stereo not drawn)
  4%	-5.0%	-8%	2%	7.4%	-8%	14%	i	0.1	1
- COCCn1nnnc1C(C(C)C)N1CCSCC1 (stereo not drawn)
  7%	2.7%	-6%	-19%	-0.1%	13%	-8%	i	0.3	1
- Cc1cc(C)n2nc(-c3cnn(C)c3C(F)(F)F)c(Cl)c2n1
  -4%	-3.5%	-3%	5%	-0.6%	-1%	-2%	i	2.0	1
- N#CC(C#N)=c1ccc2c(c1)N1C(c3ccccc3)=CC(c3ccccc3)C3CCCCC31N=2 (stereo not drawn)
  4%	x	1%	x	x	4%	x	+	2.4*	x
- [O-]/C(=C(\C(=S)NCCN1CCOCC1)[n+]1ccccc1)c1ccc(Cl)s1
  6%	-8.5%	-4%	6%	x	5%	16%	i	0.3	1.1
- CC(Sc1nc(-c2ccccc2)nc2c1COC(C)(C)C2)C(=O)N1CCOCC1 (stereo not drawn)
  -3%	-6.5%	5%	2%	-1.2%	-1%	3%	i	0.7	1.1
- O=C(O)CN1C(=O)C2C3CC(C2C1=O)C1C(c2ccccc2)c2sc(=O)[nH]c2SC31 (stereo not drawn)
  8%	-8.1%	2%	2%	-0.7%	9%	-2%	i	0.3	1.1

# Sorted by formula weight (low to high): 3 of the compounds above
# Values run as follows: P. falciparum M1AAP	XIAP antagonists	LYP phosphatase	human PMI inhibition	CSM14.1 death rescue	M17LAP inhibition	human PMI inhibitors	Myeloid diff MLP	Myeloid diff MLP GFP+ MAC1+ %	TNAP activation fold
- Cc1c(C)n(C(=O)CN2CCC(C)CC2)c2ccccc12
  1%	-1.6%	0%	4%	-0.1%	-7%	2%	i	1.7	1.1
- Cc1cc(C)n2nc(-c3cnn(C)c3C(F)(F)F)c(Cl)c2n1
  -4%	-3.5%	-3%	5%	-0.6%	-1%	-2%	i	2.0	1
- Cn1c(N2CCOCC2)c(/C=N/OC(=O)c2cccnc2Cl)c2ccccc21
  2%	-6.8%	-1%	7%	-0.6%	1%	13%	i	1.1	1

# More structures follow:
# Values run as follows: P. falciparum M1AAP	XIAP antagonists	LYP phosphatase	human PMI inhibition	CSM14.1 death rescue	M17LAP inhibition	human PMI inhibitors	Myeloid diff MLP	Myeloid diff MLP GFP+ MAC1+ %	TNAP activation fold
- CC1=CC(C)(C)N2C(=O)C3(NCCc4c3[nH]c3ccccc43)c3cc(C)cc1c32 (stereo not drawn)
  -4%	x	-2%	x	x	3%	x	i	0.4	x
- CCCCOC(=O)Nc1ccc(C(C)C)cc1
  -2%	-1.8%	1%	-2%	-2.0%	-4%	3%	i	0.3	1.1
- Cc1nc(=O)c(-c2ccccc2)c(C)n1CCCO
  1%	-4.4%	7%	-14%	0.2%	-7%	-4%	i	0.3	0.9
- Cc1ccc(Oc2nsnc2N2CCOCC2)cc1
  2%	0.6%	0%	3%	-0.3%	-7%	4%	i	0.7	1.1
- Cc1cc2ccccc2c(=O)n1CC(=O)NCCC1=CCCCC1
  8%	-5.4%	-2%	2%	-0.6%	9%	17%	i	0.5	1.1
- COc1ccccc1CNC(=O)C(C)Sc1ccc(C)cc1 (stereo not drawn)
  10%	-10%	-5%	3%	0.6%	13%	-3%	i	0.1	1.1
- Nc1ccccc1Nc1ccccc1
  0%	-2.4%	-12%	-2%	1.6%	-2%	-26%	+	1.3*	1.1

# High-throughput results from PubChem.
